High-throughput results as filed in PubChem.
NCI-60 one-dose screen, 48 h, at 10 µM unless noted. Numbers give growth in % (100 = growth as untreated, 0 = no growth, -100 = all killed).
SK-OV-3 = SK-OV-3 ovarian cancer cells; actives 3.2% (n = 80,000)
RXF 393 = RXF 393 renal cancer cells; AID 1794773; actives 6.9% (n = 77,000)
786-0 = 786-0 renal cancer cells; actives 5.1% (n = 81,000); AID 1794775
UO-31 = UO-31 renal cancer | actives 5.2% (n = 81,000)
ACHN = ACHN renal cancer; AID 1794771; actives 4.9% (n = 81,000)
SN12C = SN12C renal cancer cells; actives 3.8% (n = 81,000)
TK-10 = TK-10 renal cancer cells; actives 3.9% (n = 81,000); AID 1794769
IGROV1 = IGROV1 ovarian cancer; actives 4.7% (n = 79,000)
Numbers without * were called inactive; . = not tested or not shown; & = joins results of further samples. The calls were made as follows: active = growth percent below 10; inactive = the rest.

item | molecule | IGROV1 | ACHN | TK-10 | SK-OV-3 | RXF 393 | 786-0 | UO-31 | SN12C
1 | Cc1cc(C)n(C(=O)c2nn(-c3ccc(Cl)cc3)cc2O)n1 | 25.3 | 33.4 | 35.7 | 87.5 | 39.1 | 95.7 | 13.7 | 25.6
2 | CCCOc1ccc(C(=O)OCCNCC)cc1N | . | 95.9 | 106.6 | 100.0 | 97.8 | 105.4 | 87.5 | .
3 | CCCCCCCCCCCC(C)O (centres undefined) | 107.6 | 97.3 | 107.1 | 105.1 | 107.9 | 102.9 | 80.6 | 95.2
4 | COc1cc(/C=C2\C(=O)N(c3c(Cl)cccc3Cl)c3ccccc32)cc(OC)c1OCCCCCCn1c2ccccc2c(=O)c2ccccc21 | 75.5 | 91.9 | 111.8 | 110.3 | 106.2 | 95.5 | 74.3 | 96.8
5 | O=c1[nH]c2ccccc2c(O)c1/C=N/C(=S)NCCc1ccccc1 | 99.2 | 94.5 | 106.3 | 94.8 | 112.7 | 98.6 | 92.6 | 105.5
6 | O=C(CCCCn1ccc(=O)[nH]c1=O)Nc1ccc(O)c(C(=O)O)c1 | 103.6 | 98.8 | 107.8 | 116.8 | 108.8 | 107.7 | 76.4 | 90.8
7 | C#CCSc1nnnn1-c1ccccc1 | 92.8 | 70.2 | 80.4 | 103.7 | 67.3 | 92.0 | 91.1 | 88.0
8 | O=C1C=C(c2ccccc2)C(O)(c2ccccc2)C1 (centres undefined) | 106.9 | 96.0 | 99.6 | 101.4 | 115.0 | 99.1 | 83.5 | 99.7
9 | CCCCOC(=O)c1ccc(NC(=O)CN2CCOCC2)cc1 | 111.6 | 100.5 | 101.6 | 99.0 | 104.7 | 97.1 | 96.0 | 31.1
10 | O=[N+]([O-])c1ccc(O)c(S(=O)(=O)O)c1 | 130.2 | 95.2 | 120.6 | 110.1 | 117.5 | 104.1 | 116.2 | 90.2
11 | CCCCCC(=O)Nc1ccc(S(N)(=O)=O)cc1 | 110.0 | 97.1 | 100.6 | 102.7 | 110.4 | 106.3 | 82.5 | 98.3
12 | N#Cc1c(NC(=O)c2ccccc2)nn2c3c(cnc12)CCCC3 | 95.9 | 96.9 | 122.3 | 94.9 | 110.1 | 100.0 | 88.7 | 97.7
13 | CN(C)c1ccc(/C=N\N2CCCCCC2)cc1 | 104.4 | 75.8&71.8 | 105.7&95.9 | 115.4&104.6 | 119.0&92.7 | 99.7&107.1 | 100.6 | 98.8&104.4
14 | Cc1cc(C(c2ccccc2)c2ccccc2)ccc1NS(=O)(=O)c1ccccc1 | 123.2 | 105.7 | 122.7 | 109.4 | 102.0 | 101.5 | 82.3 | 95.3
15 | CCOc1ccc(N=Cc2ccc(N(C)C)cc2)c(O)c1 | 87.3 | 59.5 | 114.5 | 98.6 | 90.4 | 102.5 | 46.5 | 70.2
16 | COc1ccc(/C=C2/C(c3ccc(Cl)cc3)=NN=C2C(F)(F)F)cc1OC | 104.3 | 94.3 | 124.6 | 117.6 | 109.4 | 113.3 | 78.6 | 97.6
17 | N#CC1C(=O)NC(=O)CC12CCCCC2 (centres undefined) | 96.9&122.5 | 99.6&103.2 | 101.5&109.8 | 97.8&113.4 | 143.4&117.7 | 100.7&113.1 | 70.8&91.9 | 100.5&102.6
18 | Cn1cc(-c2noc(C(=O)c3cn(C)c4ncccc34)n2)c2cc(F)ccc21 | 80.3 | 98.4 | 123.8 | . | 110.0 | 94.5 | 76.4 | 88.6
19 | CC(=O)c1ccccc1C(C)c1ccc(Br)c2ccccc12 (centres undefined) | 80.9 | 96.1 | 120.6 | 90.7 | 92.1 | 96.5 | 78.5 | 86.4
20 | Cc1cc(C)c(C)c(C(=O)OC(C)C)c1C | 97.4 | 94.9 | 95.8 | 104.5 | 109.3 | 101.1 | 93.0 | 93.5
21 | Cc1cc(F)ccc1C(=O)Nc1cc(-c2cccnc2)nc(NCCCN2CCOCC2)n1 | 101.7 | 95.2 | 111.0 | 106.4 | 100.6 | 93.7 | 87.2 | 101.0
22 | COc1ccc(Cl)cc1Nc1nc(C(F)(F)F)ccc1C(=O)N/N=C/c1ccccc1Cl | 4.2* | 3.4* | 15.6 | 11.7 | 0.5* | 11.8 | 2.9* | 0.6*
23 | CCNC(=O)NCC | 105.4 | 104.0 | 99.3 | 113.9 | 91.0 | 100.0 | 90.7 | 103.9
24 | O=C1c2ccccc2C(=O)c2c1ccc1[nH]c(CNCc3ccc(C(F)(F)F)cc3)nc21 | 75.4 | 83.6 | 98.8 | 101.9 | 101.0 | 94.0 | 59.8 | 82.8
25 | CCOc1ccc2nc(NC(=O)CC(C)=O)sc2c1 | 103.9 | 100.7 | 103.9 | 111.3 | 185.5 | 93.5 | 87.3 | 96.0
26 | CCNC(=O)C(O)C(Cc1ccccc1)NC(=O)c1[nH]c2ccccc2c(=O)c1C (centres undefined) | 108.8 | 106.8 | 102.8 | 111.0 | 113.8 | 104.5 | 98.3 | 102.1
27 | N#Cc1c(-c2ccccc2)cc(-c2ccccc2)n(Cc2ccc(C(=O)O)cc2)c1=O | 102.2 | 105.4 | 99.2 | 115.9 | 91.4 | 102.7 | 86.0 | 98.8
28 | O=C1NCCCN1C1OC(CO)C(O)C1O (centres undefined) | 106.5 | 100.8 | 105.8 | 100.5 | 101.5 | 117.9 | 84.6 | 102.5
29 | COc1ccc2oc(=O)cc(-c3sc(N4CCOCC4)nc3-c3ccccc3)c2c1 | 88.5 | . | 108.4 | 90.7 | 90.4 | 93.0 | 81.1 | 104.4
30 | F[C@H]1CCO[C@H](c2ccc3ccccc3c2)C1 | 105.9 | 96.3 | 98.6 | 104.0 | 103.1 | 97.1 | 88.6 | 100.5

Grouped by structure: those above with a COOH group (two)
item | molecule | IGROV1 | ACHN | TK-10 | SK-OV-3 | RXF 393 | 786-0 | UO-31 | SN12C
6 | O=C(CCCCn1ccc(=O)[nH]c1=O)Nc1ccc(O)c(C(=O)O)c1 | 103.6 | 98.8 | 107.8 | 116.8 | 108.8 | 107.7 | 76.4 | 90.8
27 | N#Cc1c(-c2ccccc2)cc(-c2ccccc2)n(Cc2ccc(C(=O)O)cc2)c1=O | 102.2 | 105.4 | 99.2 | 115.9 | 91.4 | 102.7 | 86.0 | 98.8

Remaining list, next part:
item | molecule | IGROV1 | ACHN | TK-10 | SK-OV-3 | RXF 393 | 786-0 | UO-31 | SN12C
31 | O=c1[nH]nc(-c2ccc(Cl)cc2)cc1Cc1cccc([N+](=O)[O-])c1 | 82.4 | 98.3 | 147.5 | 88.8 | . | 102.5 | 71.7 | 89.1
32 | Cc1ncc(C(O)c2ccc(N(C)C)cc2)n1Cc1ccccc1 (centres undefined) | 118.6 | 109.3 | 99.4 | 105.6 | 105.9 | 107.3 | 95.5 | 101.5
33 | Nc1nc(Cl)c(Cl)nc1N | 128.3 | 98.7 | 112.8 | 100.5 | 93.1 | 100.2 | 91.5 | 104.7
34 | O=C(Nc1ccccc1Cl)c1ccccc1Cl | 108.1 | 115.7 | 92.2 | 109.2 | 112.2 | 93.8 | 95.7 | 100.0
35 | OCC1OC(c2ccccc2)OC2COC(c3ccccc3)OC12 (centres undefined) | 104.8 | 98.8 | 99.1 | 98.6 | 91.1 | 90.3 | 88.3 | 98.4
36 | O=C(NCCc1ccccc1)c1[nH]c2ccccc2c1Cl | 82.6 | 90.7 | 154.8 | 91.3 | 103.4 | 102.7 | 57.6 | 97.0
37 | COC(=O)/C=C1\SC(=Nc2ccc(C(F)(F)F)cc2)N(CCc2c[nH]c3ccccc23)C1=O | -66.1* | -100.0* | -33.7* | 10.4 | -70.2* | -74.1* | -100.0* | -65.1*
38 | Cc1cc2c(C(C)C)c(O)c(O)c(C(=O)C(=O)NCc3ccccc3)c2c(O)c1-c1c(C)cc2c(C(C)C)c(O)c(O)c(C(=O)C(=O)NCc3ccccc3)c2c1O | 91.1 | 103.1 | 85.2 | 101.7 | 87.5 | 99.8 | 94.0 | 88.3
39 | N#Cc1ccc(O)c(C2=NCC(C3CCNCC3)O2)c1 (centres undefined) | 103.4 | 96.6 | 86.1 | 86.8 | 117.8 | 92.5 | 78.4 | 103.3
40 | CC(=O)OCC(=O)[C@@]12OC3(CCCC3)O[C@@H]1CC1C3CCC4=CC(=O)C=C[C@]4(C)[C@@]3(F)[C@@H](O)C[C@@]12C (some centres undefined) | 104.3 | 93.0 | 107.3 | 69.7 | 140.3 | 101.1 | 68.8 | 61.8
41 | Cc1cc(C)c(CC(=O)O)c(C)c1 | 108.4 | 101.6 | 106.2 | 109.6 | 122.9 | . | 94.3 | 113.1
42 | COc1ccc(/C=N\NC(=O)CCCCCCCCC(=O)N/N=C\c2ccc(OC)cc2)cc1 | 108.1 | 100.1 | 118.3 | 103.9 | 108.8 | 100.9 | 85.2 | 95.4
43 | COc1ccc2[nH]c(=O)ccc2c1 | 103.9 | 101.2 | 116.0 | 93.0 | 106.3 | 99.6 | 83.6 | 92.0
44 | Nc1ccccc1/C=N\Nc1ccccc1 | 65.0 | 51.7 | 108.1 | 106.6 | 126.3 | 67.2 | 38.2 | 74.0
45 | CC(C)=CCN1CCC(C(=O)Nc2ccc(-c3nc4ccccc4[nH]3)cc2)CC1 | 80.5 | 102.5 | 111.1 | 102.1 | 89.7 | 89.8 | 88.4 | 96.1
46 | CC(O)C(O)C(O)C(O)C(O)C(=O)O (centres undefined) | 112.9 | 109.1 | 119.3 | 97.2 | 109.6 | 104.7 | 90.6 | 104.2
47 | Cn1nc(-c2ccccc2)c(C(=O)c2ccccc2)c1Nc1ccccc1 | 109.1 | 92.6 | 117.6 | 100.4 | 116.4 | 92.5 | 94.8 | 96.1
48 | OC(CN1CCCCC1)c1ccc(Br)cc1 (centres undefined) | 103.7 | 101.5 | 95.5 | 106.6 | 110.6 | 98.8 | 66.1 | 97.4
49 | Nc1nc(Nc2ccc(Cl)cc2SSc2cc(Cl)ccc2Nc2nc(N)nc(C(Cl)(Cl)Cl)n2)nc(C(Cl)(Cl)Cl)n1 | 76.1 | 63.8 | 123.4 | 85.5 | 92.0 | 89.4 | 67.0 | 54.5
50 | COc1ccc(-c2ccc(-c3ccc(C(=N)N)cc3)s2)cc1Cl | -87.5* | -98.7* | 111.5 | 93.0 | 60.7 | -83.1* | -47.6* | -69.1*
51 | Clc1ccc2c(NCCCNCc3ccc4c(c3)OCO4)ccnc2c1 | 57.3 | 40.6 | 78.4 | 71.2 | 19.0 | 66.8 | 35.8 | 66.6
52 | CS(=O)(=O)c1ccc2c(c1)c1c(n2C(=O)c2ccc(Cl)cc2)CCCC1 | 46.2 | 43.6 | 67.6 | 90.3 | -12.1* | 43.6 | 40.3 | 41.2
53 | C#CCOc1ccccc1C(Nc1ccc([N+](=O)[O-])cc1)c1nnnn1C1CCCCC1 (centres undefined) | 80.6 | 88.7 | 100.7 | 94.9 | 100.2 | 84.7 | 61.2 | 86.2
54 | CCCCCCC[C@@H](O)CC(=O)N[C@@H](CC(C)C)C(=O)N[C@@H](CC(C)C)C(=O)N[C@H](CCC(N)=O)C(=O)N[C@@H](CC(C)C)C(=O)N[C@H](CO)C(=O)N[C@H](C(=O)N[C@H](CC(C)C)C(=O)N[C@@H](CC(C)C)C(=O)O)[C@@H](C)CC | 90.5 | 90.4 | 108.3 | 106.3 | 105.4 | 85.7 | 92.9 | 89.7
55 | Cc1ccc([N+](=O)[O-])c(C(=O)O)c1 | 110.1 | 104.0 | 92.4 | 120.4 | 111.0 | 104.1 | 90.9 | 100.5
56 | CCOC(=O)C(O)c1ccc(OCc2ccccc2)cc1 (centres undefined) | 109.3 | . | 76.3 | 86.3 | 110.1 | 93.9 | 83.5 | 99.9
57 | CCCn1cnc2c(c1=N)C(c1ccc(F)cc1)c1sc3c(C)cccc3c1O2 (centres undefined) | 25.2 | 35.5 | 70.9 | 41.1 | -39.0* | 23.5 | 32.8 | 61.9
58 | Cc1nn(-c2ccc([N+](=O)[O-])cc2)c2ncnc(N/N=C/c3cccc([N+](=O)[O-])c3)c12 | 79.1 | 77.5 | 113.7 | 90.5 | 63.1 | 78.6 | 78.1 | 77.6
59 | CCOC(=O)c1cc(-c2cccnc2)nc2ccccc12 | 90.2 | 94.5 | 95.1 | 110.0 | 81.8 | 95.9 | 75.0 | 99.7
60 | COc1cc(/C=C2\Oc3cc(OCC(=O)c4ccccc4)ccc3C2=O)cc(OC)c1OC | 55.1 | 89.6 | 151.4 | 120.2 | . | -45.9* | 67.6 | 109.0

Entries of single compounds, looked up by structure. Order of values: IGROV1	ACHN	TK-10	SK-OV-3	RXF 393	786-0	UO-31	SN12C
`C#CCOc1ccccc1C(Nc1ccc([N+](=O)[O-])cc1)c1nnnn1C1CCCCC1` (centres undefined) is entered as 80.6	88.7	100.7	94.9	100.2	84.7	61.2	86.2
`COc1cc(/C=C2\Oc3cc(OCC(=O)c4ccccc4)ccc3C2=O)cc(OC)c1OC` is entered as 55.1	89.6	151.4	120.2	.	-45.9*	67.6	109.0
`Cc1cc(C)c(CC(=O)O)c(C)c1` is entered as 108.4	101.6	106.2	109.6	122.9	.	94.3	113.1
`Cc1cc2c(C(C)C)c(O)c(O)c(C(=O)C(=O)NCc3ccccc3)c2c(O)c1-c1c(C)cc2c(C(C)C)c(O)c(O)c(C(=O)C(=O)NCc3ccccc3)c2c1O` is entered as 91.1	103.1	85.2	101.7	87.5	99.8	94.0	88.3
